Bioassay records (PubChem BioAssay)
NR2F2 inh: NR2F2 (human) inhibition, primary screen. P24468. HEK293T NGFI-A luciferase reporter, luminescence. inhibition, % at 8.6 µM. 0.7% of 370,000 active. AID 686940;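 active means inhibition above a per-plate cutoff, mean inhibition of test wells between control levels plus 3 SD, cut at about 38% in these data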;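 further: cells cotransfected with COUP-TFII expression vector driving the NGFI-A reporter; 0% = median of COUP-TF2 test wells and 100% = reporter-only cells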
NCOA1 inh: inhibitors of human steroid receptor coactivator 1 (SRC1). HEK293 GAL4-SRC1 luciferase reporter, luminescence. inhibition, % at 3.6 µM. 0.12% of 360,000 active;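 active means inhibition above the campaign mean plus 3 SD, with each screening campaign given its own cutoff, cut at about 60% in these data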;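 further: 0% = DMSO treated cells and 100% = gossypol at 36 µM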
LRH-1 inv ag: inverse agonists of human LRH-1 (NR5A2); HEK293T StAR-luciferase reporter, LRH-1 transfected, 24 h; inhibition, % at 3.6 µM; 0.13% of 360,000 active; AID 602396;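 active means inhibition above the mean inhibition of all tested compounds plus 3 SD, cut at about 73% in these data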;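 further: 0% = DMSO wells and 100% = reporter-only cells lacking LRH-1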
TWEAK Fn14 block: inhibitors of TWEAK-Fn14 interaction signaling; AID 1159606; 2% of 360,000 active; TWEAK-stimulated Fn14 reporter cells, luciferase luminescence, 8 h; inhibition, % at 10 µM; in the data active means inhibition above about 50%
TLR9-MyD88 inh: inhibitors of human TLR9-MyD88 binding; Q9NR96+Q99836; CHO BLA complementation TLR9-MyD88, CCF4 FRET ratio; inhibition, % at 4.98 µM; 0.21% of 340,000 active; AID 504734;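 active means inhibition above the mean over all tested compounds plus 3 SD, cut at about 21% in these data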;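 further: 0% = DMSO only wells and 100% = clavulanate BLA inhibitor control wells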
TROY NFkB inh: inhibitors of TROY-dependent NF-kB signaling; 0.98% of 360,000 active; Q293 LMP1-TROYcd NF-kB luciferase reporter, 4 h; inhibition, % at 10 µM;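 active means compounds whose plate-normalised and pattern-corrected inhibition of the luciferase reporter signal at the single screening dose is 50% or more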
NOD2 RIPK2 PPI: NOD2-RIPK2 protein interaction inhibition. AID 624267. CHO BLA complementation NOD2-RIPK2, CCF4 ratio. inhibition, % at 4.98 µM. 0.38% of 360,000 active. O43353; in the data active means inhibition above about 21%;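 further: 0% = vehicle only and 100% = reference blocker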
NCOA2 inhibitor: inhibits human steroid receptor coactivator 2 | inhibition, % at 9 µM | AID 651957 | Q15596 | 0.17% of 370,000 active | HEK293 GAL4-SRC2 luciferase reporter, luminescence;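 active means inhibition above the mean inhibition of all tested compounds plus 3 SD, set per campaign, cut at about 52% in these data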;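 further: 0% = DMSO treated cells and 100% = cells given Gossypol at 36 µM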
Target sequence (Q15596 whole entry, looked up, the tested form may be a part): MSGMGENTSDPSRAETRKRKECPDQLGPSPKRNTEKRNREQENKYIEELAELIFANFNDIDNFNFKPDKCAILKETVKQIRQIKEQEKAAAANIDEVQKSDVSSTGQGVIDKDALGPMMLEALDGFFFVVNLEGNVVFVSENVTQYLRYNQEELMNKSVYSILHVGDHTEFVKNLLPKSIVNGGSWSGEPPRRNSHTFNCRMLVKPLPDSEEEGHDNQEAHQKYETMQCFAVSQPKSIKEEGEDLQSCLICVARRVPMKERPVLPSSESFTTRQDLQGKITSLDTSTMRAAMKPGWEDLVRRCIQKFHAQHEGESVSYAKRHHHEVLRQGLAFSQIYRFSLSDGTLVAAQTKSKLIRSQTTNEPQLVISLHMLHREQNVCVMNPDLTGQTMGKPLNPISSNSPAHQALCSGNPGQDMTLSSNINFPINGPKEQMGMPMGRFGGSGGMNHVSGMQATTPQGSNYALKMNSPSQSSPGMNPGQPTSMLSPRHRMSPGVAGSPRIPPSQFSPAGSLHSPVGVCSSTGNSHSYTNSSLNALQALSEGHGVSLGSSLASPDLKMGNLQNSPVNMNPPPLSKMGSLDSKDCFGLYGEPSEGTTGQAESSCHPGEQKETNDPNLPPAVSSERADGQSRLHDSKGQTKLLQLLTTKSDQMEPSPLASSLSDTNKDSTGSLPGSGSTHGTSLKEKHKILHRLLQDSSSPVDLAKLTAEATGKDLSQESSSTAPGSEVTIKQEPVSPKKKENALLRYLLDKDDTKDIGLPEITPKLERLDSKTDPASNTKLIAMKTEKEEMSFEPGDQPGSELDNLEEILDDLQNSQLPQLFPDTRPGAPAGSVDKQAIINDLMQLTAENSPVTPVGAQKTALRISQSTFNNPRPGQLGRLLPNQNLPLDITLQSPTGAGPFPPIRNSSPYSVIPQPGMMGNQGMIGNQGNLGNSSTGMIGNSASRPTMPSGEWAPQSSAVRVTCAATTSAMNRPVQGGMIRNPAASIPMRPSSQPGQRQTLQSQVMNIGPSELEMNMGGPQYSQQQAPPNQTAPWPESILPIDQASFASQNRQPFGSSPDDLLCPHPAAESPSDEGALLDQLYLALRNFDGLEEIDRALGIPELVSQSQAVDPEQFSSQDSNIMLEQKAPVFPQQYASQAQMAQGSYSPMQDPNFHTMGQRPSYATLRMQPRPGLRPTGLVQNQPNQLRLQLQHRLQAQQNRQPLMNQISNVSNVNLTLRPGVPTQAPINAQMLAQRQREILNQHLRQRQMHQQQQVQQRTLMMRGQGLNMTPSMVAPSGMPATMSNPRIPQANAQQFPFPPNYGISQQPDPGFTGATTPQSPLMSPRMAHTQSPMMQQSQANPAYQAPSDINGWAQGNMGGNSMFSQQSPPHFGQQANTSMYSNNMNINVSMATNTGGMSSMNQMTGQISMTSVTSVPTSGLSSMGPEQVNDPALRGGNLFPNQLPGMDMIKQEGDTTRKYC
TRAIL sens C8: sensitizes caspase-8 expressing cells to TRAIL; 1% of 360,000 active; AID 624354; inhibition (viability loss, TRAIL sensitization), % at 10 µM; NB7+C8 cells + TRAIL, ATPlite viability luminescence;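 active means compounds causing at least 50% loss of cell viability in the single-dose screen, relative to plate controls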
LMP1 NFkB inh: inhibitors of Epstein-Barr LMP1-induced NF-kappaB reporter; LMP1-induced NF-kappaB luciferase reporter cells, luminescence; inhibition, % at 12.5 µM; 0.69% of 350,000 active; in the data active means inhibition above about 41%;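 further: 0% = neutral control wells and 100% = reference inhibitor control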
NCOA3 inh: inhibitors of human steroid receptor coactivator 3 (SRC3); Q9Y6Q9; HEK293 GAL4-SRC3 luciferase reporter, luminescence; inhibition, % at 3.6 µM; 0.17% of 360,000 active;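 active means inhibition above a per-campaign cutoff, the mean of all compounds plus 3 SD, cut at about 60% in these data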;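 further: 0% = DMSO-treated cells and 100% = gossypol-treated cells at 36 µM; higher means less SRC3-driven luciferase light from the GAL4 reporter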
An asterisk follows results filed as active; / = no result given. The list is partial; count on the stated rates, not on these rows.

smiles	NR2F2 inh	NCOA1 inh	LRH-1 inv ag	TWEAK Fn14 block	TLR9-MyD88 inh	TROY NFkB inh	NOD2 RIPK2 PPI	NCOA2 inhibitor	TRAIL sens C8	LMP1 NFkB inh	NCOA3 inh
COc1ccc(S(=O)(=O)NCc2cccnc2)cc1OC	8.3	2.4	12.4	29.1	-5.2	-5.0	-5.2	-23.0	-8.2	-2.4	0.7
Cc1nc2cc(NC(=O)c3ccc(Br)s3)ccc2s1	-10.1	-77.9	-93.7	37.6	-11.9	-10.5	-4.2	-13.7	62.8*	-20.7	-61.1
Cc1cc(C)c(CN2CCC(CO)(CCOc3ccccc3)CC2)cc1C	5.0	0.4	-11.7	10.4	1.5	-3.1	-0.8	18.4	17.0	-2.1	5.2
COCCNCC(=O)NC12CC3CC(CC(C3)C1)C2	-4.7	-22.4	1.6	16.4	6.0	14.1	-2.5	-15.5	-8.8	1.7	-5.2
O=c1c2c(nc(NCCO)n1CC1CCCCC1)-c1ccccc1CC21CCCC1	8.5	-1.2	3.5	-8.6	4.0	-2.6	0.5	-0.1	8.9	2.1	10.4
COc1cc(C(NC(C)=O)NC(C)=O)ccc1OCc1ccccc1	-2.8	3.4	-3.1	-6.1	-7.0	1.2	1.2	2.8	-1.4	3.8	25.0
COCCNC(=O)c1ccc2c(Cl)c3c(nc2c1)CCC3	-44.8	-59.5	-64.2	-6.9	7.5	-37.8	-5.8	-54.0	12.6	-8.1	-60.5
Cc1ccc(SCc2nc3ccccc3[nH]2)cc1	-17.5	-82.8	-88.2	-37.0	-0.4	-29.9	1.5	-65.2	31.9	-11.4	-62.4
O=C(NC(=S)N1CCCC1)c1ccccc1Cl	18.0	-25.0	14.1	2.1	1.6	-5.0	6.2	0.3	4.6	4.9	6.0
O=C(COC(=O)c1ccc(S(=O)(=O)NCc2ccco2)cc1)NCC1CCCCC1	2.4	6.1	-13.1	-50.0	6.5	-0.1	-11.8	-16.2	0.0	-6.3	-1.3
COc1ccc(-c2sc3ccc(OC)cc3c2-c2ccc(OC)c(F)c2)cc1	-5.2	0.1	-14.1	9.2	0.5	2.9	-8.7	-4.2	14.2	-0.7	-5.5
Cn1c(=O)oc2cc(S(=O)(=O)N3CCc4ccccc4C3)ccc21	/	-10.4	7.9	-23.8	0.2	4.1	-7.0	/	2.5	2.6	-2.4
O=[N+]([O-])c1ccc(N2CCCCC2)cc1	9.0	-27.4	-5.6	-13.8	/	-23.8	3.7	0.1	-17.0	-6.7	-2.6
COc1cc(NC(=O)C2CC(c3c(F)cccc3Cl)=NO2)c(OC)cc1Cl (stereo not drawn)	6.3	-27.3	-13.3	4.9	-10.0	29.9	-4.8	5.2	-2.3	-9.6	-5.7
O=C(Nc1ccccc1)C1CC2CCC1C2 (stereo not drawn)	-17.6	-28.4	-2.9	-6.6	0.5	9.7	5.5	-12.4	3.9	-1.7	-31.7

Going on with the list:
smiles	NR2F2 inh	NCOA1 inh	LRH-1 inv ag	TWEAK Fn14 block	TLR9-MyD88 inh	TROY NFkB inh	NOD2 RIPK2 PPI	NCOA2 inhibitor	TRAIL sens C8	LMP1 NFkB inh	NCOA3 inh
COCCCNC(=O)C(Cc1ccccc1)NS(=O)(=O)c1ccc2c(c1)c(=O)n(C)c(=O)n2C (stereo not drawn)	3.4	-22.2	-2.2	-0.9	-0.4	-4.8	-1.4	3.3	3.0	-0.7	-0.8
COc1ccc(OC)c(CNC(=O)CCNC(=O)Cn2ccc3ccccc3c2=O)c1	7.7	-6.4	11.0	3.9	-7.9	-4.7	-2.4	-2.4	0.5	4.8	13.8
O=C(NCc1ccc(OC(F)(F)F)cc1)C1CC(c2ccc(C(F)(F)F)cc2)=NO1 (stereo not drawn)	-5.9	4.8	-4.7	10.7	-0.1	13.0	3.7	20.1	35.0	3.6	17.0
COC(=O)c1ccc(NS(=O)(=O)c2ccc(Cl)cc2)o1	20.6	-13.7	-3.7	-11.2	-0.5	-0.1	-2.0	17.0	-3.2	16.4	1.5
COC1=CC(=O)CC(C)C12Oc1cc(OC)cc(OC)c1C2=O (stereo not drawn)	9.1	-8.0	14.5	3.3	10.0	-7.9	3.7	-8.0	7.1	1.6	21.6
CCC(C)(C)n1nnnc1C(c1cc2ccc(OC)cc2[nH]c1=O)N1CCc2ccccc2C1 (stereo not drawn)	-1.4	11.9	-2.5	2.3	1.7	4.1	9.3	-10.2	7.9	-2.2	4.3
Cc1c(NC(=O)C(C)N2C(=O)C3C4C=CC(C4)C3C2=O)c(=O)n(-c2ccccc2)n1C (stereo not drawn)	11.8	3.8	9.2	1.7	-6.1	0.2	-1.3	-9.8	-14.9	1.0	-15.8
CCN1/C(=C(\O)c2ccccc2)C(=O)c2ccccc2S1(=O)=O	6.5	-26.1	-5.1	-12.5	2.3	4.5	-1.3	-16.0	27.3	-9.0	-21.1
COC(=O)C1=C(C)N(CC(C)C)C(=O)/C1=C\c1cccs1	-2.8	-4.2	17.5	7.4	-1.4	-15.2	1.9	9.1	1.5	-26.6	16.8
CN=C(Nc1ccc(C(=O)OC)s1)c1ccc(Cl)cc1	-15.0	-12.4	-32.6	-1.1	-11.4	-49.1	-4.5	-2.0	-10.3	6.8	15.5
CC1=C(C#N)CCC(=O)N1Cc1c(C)cc(C)cc1C	4.0	6.6	-11.2	6.9	-10.5	-17.6	-12.2	7.0	-8.9	1.4	16.6
COc1ccccc1C(=O)Nc1ccnn1C1CCN(Cc2ccc3nonc3c2)CC1	13.6	-11.1	2.1	-5.1	4.6	7.4	-5.2	-0.6	-1.9	0.7	-35.3
COc1ccc(CC(=O)O/N=C(\N)c2ccccn2)cc1	-32.1	-41.1	-54.0	8.9	12.5	-18.4	-7.5	-38.8	-1.9	-7.7	-52.5
O=C1C2C3C=CC(O3)C2C(=O)N1CC(O)c1ccccc1 (stereo not drawn)	3.8	11.1	-9.4	11.7	-8.1	7.8	-7.0	-1.5	-11.6	-3.1	5.8
COc1ccccc1C1=CC(=O)CC(C)(C)C1=O	-24.4	-32.0	2.6	1.3	-11.5	6.3	-6.3	18.2	-1.9	2.5	-1.8

Random excerpt: 2 records from the list
smiles	NR2F2 inh	NCOA1 inh	LRH-1 inv ag	TWEAK Fn14 block	TLR9-MyD88 inh	TROY NFkB inh	NOD2 RIPK2 PPI	NCOA2 inhibitor	TRAIL sens C8	LMP1 NFkB inh	NCOA3 inh
O=C(NC(=S)N1CCCC1)c1ccccc1Cl	18.0	-25.0	14.1	2.1	1.6	-5.0	6.2	0.3	4.6	4.9	6.0
Cc1ccc(SCc2nc3ccccc3[nH]2)cc1	-17.5	-82.8	-88.2	-37.0	-0.4	-29.9	1.5	-65.2	31.9	-11.4	-62.4

Additional results.
smiles	NR2F2 inh	NCOA1 inh	LRH-1 inv ag	TWEAK Fn14 block	TLR9-MyD88 inh	TROY NFkB inh	NOD2 RIPK2 PPI	NCOA2 inhibitor	TRAIL sens C8	LMP1 NFkB inh	NCOA3 inh
CC(C)C(=O)NCCc1nc(-c2ccc(Cl)cc2)no1	-17.6	-11.7	-33.5	-30.2	-1.3	-43.0	-9.1	-1.1	6.2	-12.9	-43.1
CC(=O)OCC1=C(C(=O)OC(C)(C)C)N2C(=O)[C@@H](NC(=O)Cc3ccccc3)[C@H]2SC1	-0.7	-2.6	1.4	2.2	4.2	-8.2	0.8	-21.6	-2.7	1.7	-4.2
C/C(CC(=O)NC(C)(C)C)=N\NC(=O)c1ccccc1N	-33.9	-113.1	-55.8	11.5	-11.1	-36.3	-2.2	-51.5	-0.4	0.2	-71.0
CC(=O)Nc1cccc(-c2csc(C(O)c3ccc(F)c(F)c3)n2)c1 (stereo not drawn)	0.9	4.1	19.7	3.9	/	-4.5	5.3	10.7	1.8	/	3.8
O=C(CN(Cc1ccc(Cl)cc1)C(=O)c1csnn1)NCc1ccc(F)cc1	1.2	-6.9	2.4	18.9	3.7	17.4	-5.0	-35.5	-14.1	-2.0	15.8
O=C(O)c1nn(Cc2csc(-c3ccccc3)n2)c(=O)c2ccccc12	-2.1	1.6	10.2	-104.3	7.3	-12.2	-10.7	11.7	-1.7	1.6	3.3
Cc1ccc(F)cc1C(=O)N1CCC1(C)C(=O)O (stereo not drawn)	2.5	9.4	17.9	-17.3	/	0.5	-17.6	3.2	2.2	/	10.5
O=C(O)c1cccc(S(=O)(=O)Nc2cccc3ccccc23)c1	-28.6	8.0	-8.7	15.9	-0.8	-5.5	-12.9	7.8	-3.8	1.9	-9.6
CCn1c(CN2CCN(c3cccc(C)c3C)CC2)n[nH]c1=S	9.1	-30.1	-3.4	5.0	-5.2	-0.6	-0.1	-14.6	-3.0	-4.9	13.8
CC(=O)N1CCN(c2ccc(NC(=O)c3ccc([N+](=O)[O-])cc3Cl)cc2)CC1	4.4	9.7	1.8	-16.9	-7.4	-21.7	-6.7	-6.1	9.3	-1.0	7.1
CC(C)CN(C(=O)C(C)N1C(=O)c2ccccc2C1=O)c1c(N)n(Cc2ccccc2)c(=O)[nH]c1=O (stereo not drawn)	0.9	-6.1	-12.9	-22.6	-0.1	1.8	-4.1	2.1	-3.4	2.1	5.6
CCc1ccc(C(C)NC(=O)c2ccc3c(c2)OCO3)cc1 (stereo not drawn)	-3.1	-8.5	15.7	3.4	-7.5	3.0	-2.7	5.2	-13.0	-9.2	0.1
C1=C(C(c2nnnn2C2CCCCC2)N2CCCCC2)COc2ccccc21 (stereo not drawn)	-24.7	10.6	-2.4	-5.1	-1.9	17.5	-4.9	3.2	-10.2	-3.1	-7.0
CCOc1ccc(CCNC(=O)COc2cc(=O)n(C)c3ccccc23)cc1OCC	-57.7	3.7	11.0	-20.9	3.5	-12.3	0.1	1.8	-4.6	10.9	11.3
COc1ccccc1C(=O)O/N=C(/c1ccncc1)c1ccc([N+](=O)[O-])cc1	-26.1	0.6	2.3	-2.2	1.8	2.5	-12.6	-3.6	-4.2	4.3	24.1
COc1ccc(NC(=O)CSc2nc(SC)ns2)cc1	-3.5	-81.7	-96.8	-8.8	3.1	-59.1	9.0	-39.5	2.5	-51.5	-101.7
